Screening results deposited in PubChem by The Scripps Research Institute Molecular Screening Center.
TDP2 absorb: TDP2 (human) inhibition, absorbance primary screen. O95551. recombinant TDP2, T5PNP hydrolysis, p-nitrophenol absorbance 415 nm. inhibition, % at 12.8 µM. actives 0.34% (n = 370,000). AID 720702;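 active = inhibition above the mean of all tested compounds plus 3 SD, set per campaign, cut at about 25% in these data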;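 also: 0% = DMSO with enzyme and 100% = buffer with substrate but no TDP2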
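Read-out basis: percent inhibition. System: recombinant human TDP2. Buffer or medium: Mg2+-containing Tris-HCl buffer, pH 7.5. Repeats: single replicate. Timing: reaction 2 h, 37 °C. Benchmarks: high control without enzyme, low control DMSO plus TDP2. Probe or stimulus: 5 mM T5PNP. Doses: 12.8 µM only. Measured by: epi absorbance of p-nitrophenol freed from T5PNP by hydrolysis.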
UHRF1 MBD2 ctr: UHRF1 methyl-DNA binding inhibition; UHRF1 binding to methylated oligo, TR-FRET; inhibition, % at 4.4 µM; Q96T88; actives 0.75% (n = 370,000); in the data active = inhibition above about 21%;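 also: UHRF1 SRA domain binding a hemimethylated CpG hairpin DNA probe; 0% = median of test compound wells and 100% = reference inhibitor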
DDE Tn7 FP inh: disrupts Tn7 cyclic peptide binding to fibrin D-Dimer-E complex; P02675; FP displacement of FITC-Tn7 peptide from fibrin DD(E); 0% = median of compound wells per plate; inhibition, % at 8.3 µM; actives 0.13% (n = 370,000); AID 720508;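 active = inhibition above the mean of compounds falling within the control limits plus 3 SD of them, cut at about 14% in these data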;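 also: 0% = plate median of compound wells and 100% = 10 µM Aha-Tn7 peptide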
Target sequence (P02675 whole entry, looked up): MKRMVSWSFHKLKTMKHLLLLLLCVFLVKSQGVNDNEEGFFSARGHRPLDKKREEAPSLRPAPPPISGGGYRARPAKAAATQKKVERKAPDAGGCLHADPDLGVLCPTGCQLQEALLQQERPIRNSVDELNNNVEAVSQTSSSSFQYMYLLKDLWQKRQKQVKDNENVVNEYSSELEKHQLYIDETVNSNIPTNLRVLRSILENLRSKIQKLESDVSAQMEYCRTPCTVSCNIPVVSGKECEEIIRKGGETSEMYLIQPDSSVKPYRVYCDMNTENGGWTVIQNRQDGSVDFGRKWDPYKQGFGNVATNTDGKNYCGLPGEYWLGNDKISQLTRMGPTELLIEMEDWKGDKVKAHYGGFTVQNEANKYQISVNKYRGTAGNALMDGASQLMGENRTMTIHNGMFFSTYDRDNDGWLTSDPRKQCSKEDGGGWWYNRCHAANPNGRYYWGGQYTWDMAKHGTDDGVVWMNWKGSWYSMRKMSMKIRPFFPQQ
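Test system – human fibrin DD(E) · Times – 10 min preincubation, 3 h with tracer, room temperature · Detection – fluorescence polarization of the labelled Tn7 tracer · Measure – percent inhibition normalized to high-control wells · Benchmarks – high control wells with 10 µM unlabelled Aha-Tn7 peptide (full inhibition) · Repeats – singlicate testing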
PRMT1 inh: blocks human protein arginine methyltransferase 1. AID 652257. Q99873. recombinant PRMT1, activity-based probe fluorescence polarization. inhibition, % at 2.79 µM. actives 1.3% (n = 370,000);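 active = inhibition above about 21% made by adding two undisclosed values, limit read from the data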
Target sequence (Q99873 whole entry, looked up): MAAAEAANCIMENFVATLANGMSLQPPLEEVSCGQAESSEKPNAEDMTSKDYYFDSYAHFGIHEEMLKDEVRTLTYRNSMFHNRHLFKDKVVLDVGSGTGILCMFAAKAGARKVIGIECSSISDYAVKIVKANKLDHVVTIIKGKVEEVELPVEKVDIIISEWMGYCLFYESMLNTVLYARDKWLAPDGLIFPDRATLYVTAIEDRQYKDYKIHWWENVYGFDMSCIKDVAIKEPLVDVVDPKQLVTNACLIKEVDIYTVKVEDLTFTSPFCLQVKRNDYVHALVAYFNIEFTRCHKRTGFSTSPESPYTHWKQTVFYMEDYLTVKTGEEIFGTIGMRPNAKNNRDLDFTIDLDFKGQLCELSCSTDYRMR
TCR-CD3 inh: human TCR-CD3 binding inhibition | actives 0.37% (n = 360,000) | inhibition, % at 9.4 µM | TAMRA-labeled TCR probe fluorescence, biochemical | AID 651800; in the data active = inhibition above about 19%;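 also: recombinant mutant TCR 2C K166C tagged with TAMRA read by polarization; 0% = receptor in buffer alone and 100% = receptor with positive control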
Tn6 DDE FP: disrupts Tn6 cyclic peptide binding to fibrin D-Dimer-E complex; P02675; Fibrin DD(E) TRITC-Tn6 fluorescence polarization displacement; inhibition, % at 8.3 µM; actives 0.21% (n = 370,000);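 active = inhibition above a per-campaign cutoff: mean of compounds within control limits plus 3 SD, cut at about 15% in these data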;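 also: 0% = median of all compound wells on the plate and 100% = blocking peptide control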
proKLK7 act: activators of human kallikrein-7 zymogen; P49862; purified proKLK7, EDANS-DABCYL substrate fluorescence; 100% is mature enzyme control, 0% vehicle; activation, % at 7 µM; actives 0.9% (n = 370,000); AID 652039;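 active = activation above the mean of all tested compounds plus 3 SD, computed per campaign excluding outliers beyond control limits, cut at about 13% in these data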
Target sequence (P49862 whole entry, looked up): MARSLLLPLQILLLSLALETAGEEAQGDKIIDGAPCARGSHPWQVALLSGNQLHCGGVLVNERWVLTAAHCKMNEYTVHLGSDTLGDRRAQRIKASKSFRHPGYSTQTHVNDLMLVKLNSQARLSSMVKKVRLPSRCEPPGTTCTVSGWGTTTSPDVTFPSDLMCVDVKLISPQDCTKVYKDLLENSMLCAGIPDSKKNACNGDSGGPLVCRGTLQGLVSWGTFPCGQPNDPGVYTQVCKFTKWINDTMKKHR
LEDGF integ inh: blocks HIV-1 LEDGF/p75-dependent DNA integration. TR-FRET IN-LEDGF/p75 DNA integration, Eu/Cy5. inhibition, % at 3.7 µM. actives 0.64% (n = 370,000);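 active = inhibition above the screen-wide mean plus 3 SD, cut at about 13% in these data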;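 also: signal is the Cy5 over europium emission ratio at 671 and 618 nm; 0% = plate median of compound wells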
MBD2 inh: blocks human MBD2 binding to methylated DNA; inhibition, % at 4.4 µM; actives 0.31% (n = 370,000); Q9UBB5; TR-FRET, MBD2 binding to methylated oligonucleotide; in the data active = inhibition above about 13%
SIAE inh: human SIAE inhibition, primary screen. Q9HAT2. SIAE FP-Rh probe binding, fluorescence polarization. inhibition, % at 9.66 µM. actives 0.69% (n = 370,000). AID 1053197;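 active = inhibition above a cutoff: mean of compounds within the control limits plus 3 SD of those, cut at about 17% in these data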;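 also: 0% = plate median of compound wells and 100% = probe without SIAE protein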
Starred values were filed as active, the others as inactive.

SMILES	TDP2 absorb	UHRF1 MBD2 ctr	DDE Tn7 FP inh	PRMT1 inh	TCR-CD3 inh	Tn6 DDE FP	proKLK7 act	LEDGF integ inh	MBD2 inh	SIAE inh
CC(C(=O)O)N(C(=O)c1ccccc1)c1ccc(F)cc1 (stereo not drawn)	-2.8	1.6	-4.0	4.1	5.0	-1.2	0.6	-2.8	0.8	-5.0
COc1ccc(N(C(=O)c2cccnc2)S(=O)(=O)c2cccs2)cc1	-4.9	-0.9	-1.4	-2.5	-2.4	9.2	0.0	-1.9	0.8	-5.0
Cc1ccc(CCNC(=O)CS(=O)Cc2nc(-c3ccccc3F)oc2C)cc1 (stereo not drawn)	5.0	-2.2	5.0	-0.3	3.7	-0.3	0.5	1.2	-0.5	-0.3
O=S1(=O)CC(N2CC=CC2)CN1Cc1cn(Cc2cccc(C(F)(F)F)c2)nn1 (stereo not drawn)	-3.4	6.5	-2.2	0.6	-3.4	0.7	0.2	1.7	6.9	11.5
O=C(Nc1ccc(C(=O)O)cc1)Nc1cccc([N+](=O)[O-])c1	5.3	-0.8	-7.4	-1.8	1.9	-3.7	0.0	-1.4	-0.5	4.9
CC(C)C(C(=O)NCC1CCCO1)N(Cc1ccco1)C(=O)CNS(=O)(=O)c1ccc(F)cc1 (stereo not drawn)	2.7	-2.5	-4.9	0.9	7.3	5.0	0.6	-3.0	-5.5	-1.7
CCn1c(SCC(=O)Nc2ccc(OC)cc2)nc2nc3c(cc2c1=O)CCCC3	1.9	-1.1	6.2	0.8	-0.8	-3.7	0.2	2.5	1.9	-4.1
CCCN(C(=O)CSc1nc2ccccc2n1CC)C1CCS(=O)(=O)C1 (stereo not drawn)	-5.6	0.6	-0.9	2.7	-3.6	1.1	-0.8	-1.8	5.7	-0.8
O=C(NC1(C(F)(F)F)NC(=O)N(CCc2ccccc2)C1=O)C1CC1 (stereo not drawn)	7.0	-1.6	-0.5	-3.4	0.8	-5.1	0.3	4.3	-3.5	6.9
Cc1ccc(CNC(=O)C23CN(Cc4ccccc4)CC2C(c2ccc([N+](=O)[O-])cc2)=NO3)o1 (stereo not drawn)	11.8	-1.4	4.7	9.8	0.8	-5.4	0.1	0.4	-1.7	4.7
CCSc1nc(N2CCOCC2)c2c(c1C#N)CCCC2	11.0	-1.4	3.5	0.4	4.5	4.2	0.2	0.3	-1.3	2.4
Cc1noc(C)c1CC(=O)Nc1ccc2c(c1)OCO2	2.2	-1.6	0.0	1.5	-0.8	-3.5	-0.4	-4.4	-2.0	6.0

Part of the list above, set out differently:
Values run as follows: TDP2 absorb, UHRF1 MBD2 ctr, DDE Tn7 FP inh, PRMT1 inh, TCR-CD3 inh, Tn6 DDE FP, proKLK7 act, LEDGF integ inh, MBD2 inh, SIAE inh
CC(C)C(C(=O)NCC1CCCO1)N(Cc1ccco1)C(=O)CNS(=O)(=O)c1ccc(F)cc1 (stereo not drawn)
→ 2.7, -2.5, -4.9, 0.9, 7.3, 5.0, 0.6, -3.0, -5.5, -1.7
CCn1c(SCC(=O)Nc2ccc(OC)cc2)nc2nc3c(cc2c1=O)CCCC3
→ 1.9, -1.1, 6.2, 0.8, -0.8, -3.7, 0.2, 2.5, 1.9, -4.1

Next section:
SMILES	TDP2 absorb	UHRF1 MBD2 ctr	DDE Tn7 FP inh	PRMT1 inh	TCR-CD3 inh	Tn6 DDE FP	proKLK7 act	LEDGF integ inh	MBD2 inh	SIAE inh
Cc1cc(Nc2cccc(C(F)(F)F)c2)n2nc(C)nc2n1	-9.1	2.3	4.1	-1.0	5.8	8.0	0.2	-1.0	-5.5	3.8
Cc1cc(NC(=O)CSCc2nc(-c3cccc(Cl)c3)oc2C)no1	10.4	-0.1	-1.8	2.4	-2.7	0.6	-0.4	2.4	-1.4	0.8
O=[N+]([O-])c1ccc(O)c(C2=NNC(c3ccccc3F)C2)c1 (stereo not drawn)	-9.2	-3.0	6.7	0.8	8.0	-2.8	0.0	-3.3	-6.1	9.2
Cc1ccc2c(c1)-c1c(ssc1=S)C(C)(C)N2C(=O)CN1C(=O)c2ccccc2C1=O	9.5	-0.7	8.2	0.8	5.4	8.8	0.3	-2.6	0.1	3.9
COc1cc(OC)c(C(=O)NNC(=O)CN(C)S(=O)(=O)c2ccc(Cl)cc2)cc1OC	8.2	-1.7	7.2	-1.8	-4.5	0.4	-0.2	-3.0	1.1	9.8
CC(C(=O)OCC(=O)N1CCN(c2ccccc2)CC1)N1C(=O)c2ccccc2C1=O (stereo not drawn)	2.9	-0.8	5.0	-3.2	3.3	8.1	0.2	3.4	-2.5	1.3
Cc1cc(NC(=O)c2ccc(C(C)(C)C)cc2)no1	2.2	0.6	-5.9	0.3	-2.0	-0.5	-0.3	-1.4	0.6	-3.5
CCCC(CCC)C(=O)Nc1cccc(-c2cn3c(n2)SCC3)c1	-6.9	2.6	-2.3	-1.0	1.8	5.3	-0.2	0.9	0.0	0.6
O=C(O)c1sc2cc(C(F)(F)F)cnc2c1-c1ccccn1	-11.5	-0.7	-7.4	-1.4	6.5	5.2	-0.6	4.8	-6.5	9.4
OCc1ccccc1-c1cnc2cccnn12	-7.8	-0.9	-4.2	-3.2	-2.5	-0.6	82.0*	4.4	-9.3	-2.1
O=C(Nc1ccccc1N1CCCC1)c1ccc(N2CCCC2=O)cc1	-12.4	1.4	-0.7	2.4	3.0	5.2	0.2	1.4	1.2	1.5
Cc1sc2nc(CN(C(=O)NC3CCCCC3)C3CCCCC3)[nH]c(=O)c2c1C	6.0	-2.5	-7.3	-0.9	1.6	-2.7	0.2	2.6	0.6	-4.4
CCc1sc(N(C(=O)Cc2ccccc2)c2ccc(F)cc2)nc1-c1ccccc1	-2.1	0.9	-3.1	-0.6	3.4	5.3	0.6	-0.3	-1.2	-9.6
CC(C)C[C@H]1CN(CCCC[C@H]2CNC(=O)C(=O)N2CCc2ccccc2)C(=O)C(=O)N1CCc1ccc(O)cc1	12.8	-2.2	2.9	0.6	1.1	1.5	-0.3	0.9	3.7	4.2
C[C@@H](C(=O)NCCc1c[nH]c2ccccc12)[C@@H]1C[C@@]1(C)[C@@H](NC(=O)OCc1ccccc1)c1ccccc1	-3.9	0.7	9.9	-0.4	4.5	-11.9	-0.1	-1.6	2.9	0.1
CCN(C(=O)COC(=O)c1ccc2[nH]c(C)c(C)c2c1)c1c(N)n(Cc2ccccc2)c(=O)[nH]c1=O	7.1	-2.6	-2.5	-1.8	0.2	-3.0	-0.6	-3.3	-3.2	7.5
COc1cc(N2C(=O)c3ccccc3C2=O)c(Cl)cc1C(=O)OCC(=O)N1CCOCC1	0.0	0.2	-8.7	-1.4	-0.5	-4.8	0.1	2.4	0.5	0.2
COc1ccccc1NC(=O)C/C(N)=N/OCC(=O)Nc1cccc(Cl)c1	1.6	7.8	-0.4	6.2	-14.2	8.1	0.1	-5.6	-1.6	2.4
Cc1cc(/C=N/O)c(C)n1-c1ccccc1	-4.6	0.7	4.8	4.8	-2.4	-1.6	0.2	-1.3	6.5	-0.7
S=C(NCC1CCCO1)N1CCN(c2ccccc2)CC1 (stereo not drawn)	8.3	-1.9	-3.2	-2.0	-1.4	0.4	0.5	-2.3	3.5	0.2
CCCCS(=O)(=O)NC1=NCN(Cc2ccco2)CN1	-9.2	2.8	-2.5	3.0	-10.1	-7.7	-0.5	5.7	8.4	-5.5
COc1ccc(NC(C)=O)cc1NC(=O)CN1CCN(C(=O)c2ccco2)CC1	-3.9	2.9	-5.2	1.8	-2.2	5.1	-0.3	-0.8	-2.4	6.0
CC1(C(=O)NS(=O)(=O)c2ccccc2Cl)CCN1C(=O)CCC1CCCC1 (stereo not drawn)	-14.6	-0.5	-8.6	0.1	-6.2	-1.5	0.3	4.3	-2.0	-4.8
Cc1cccc(NC(=O)C2(c3cccs3)CCOCC2)c1	-0.3	-2.8	3.5	-2.5	0.9	5.9	0.2	3.2	-3.1	6.2
Cc1nn(CCCC(=O)NCCc2ccccc2)c(=O)c2nn(-c3ccccc3)c(C)c12	2.7	-2.6	3.8	0.8	-0.4	-0.1	-0.2	3.8	-1.2	8.5
Cc1ccc(C(=O)OCc2nnc(-c3ccc(Br)cc3)o2)cc1	5.7	-2.0	-7.2	0.0	7.3	3.7	-0.1	-0.7	0.3	-1.4
CC/C(=N/NS(=O)(=O)c1ccc(Cl)cc1)c1ccc(O)cc1	-10.1	-0.4	6.7	-0.1	2.1	2.2	-0.1	-2.4	-4.8	-6.4
Cc1ccccc1-c1nn(-c2ccc(F)cc2F)cc1CNCCCO	5.5	-2.0	-0.3	0.7	4.4	5.5	-0.6	-3.4	1.4	-0.4
CC1CC(=O)c2cnc(N3CCOCC3)nc2C1 (stereo not drawn)	1.3	-2.9	-7.6	1.0	5.7	6.1	-0.6	2.3	-5.8	2.2
O=C(O)c1ccccc1NS(=O)(=O)c1cccc(N=Nc2c(O)[nH]c(=S)[nH]c2=O)c1	-13.2	-0.6	-2.3	-2.7	3.2	-2.0	0.0	0.1	-9.2	-6.9
CCO[C@H]1OC(C(=O)N2CCOCC2)=C[C@@H](c2ccc(Br)cc2)[C@@H]1CCCO	1.7	-0.2	-4.8	-1.0	1.2	-7.0	0.4	-1.6	4.8	0.8
CCCCC(=NCCO)C1=C(O)C(C(=O)OC)C(C)(C)CC1=O (stereo not drawn)	-1.8	-2.5	6.7	-4.4	5.0	2.1	0.5	-0.1	-4.5	-1.2
Cc1cc(C)c(C)c(S(=O)(=O)Nc2cccc(S(=O)(=O)Nc3ccccc3C(=O)O)c2)c1C	-1.6	3.4	-6.5	0.3	-3.4	-9.3	-0.1	-3.5	0.2	-13.3
Cc1cc(C(=O)NC2CCC(O)CC2)c(C)o1 (stereo not drawn)	-0.4	-1.2	-0.6	2.7	1.8	-0.9	0.9	-4.1	3.1	-2.5
CCOC(=O)c1cnn(-c2ncnc3c2cnn3C)c1N	-2.1	-2.2	7.9	-1.2	3.3	7.8	0.2	1.0	-5.7	-2.4
CCOc1ccc(Nc2nc3c(c(=O)[nH]2)CCCC3)cc1	-6.3	2.7	5.5	-0.1	0.7	-0.4	0.1	1.5	4.6	1.0
Cc1c(N2C(=O)CS/C2=N\N=C\c2ccccc2O)c(=O)n(-c2ccccc2)n1C	-4.5	-1.6	5.4	-3.2	2.2	3.1	-49.4	-2.9	0.6	2.8
COc1ccc(NC(=O)c2ccccc2SCc2ccccc2)cc1	6.2	1.0	-4.5	0.8	-8.2	2.6	9.8	2.0	2.4	9.6
COc1cc(OC)c2cc(C(=O)N[C@@H](Cc3ccccc3)C(=O)O)n(C)c2c1	10.4	-0.2	-3.5	4.3	-3.7	8.4	0.1	-0.3	2.3	-3.3
O=C(O)COc1nsnc1N1CCOCC1	6.0	-0.7	0.8	-5.7	1.3	3.7	0.1	-1.0	-3.7	5.9
Cc1nn(CC(=O)Nc2nccs2)c(C)c1[N+](=O)[O-]	-2.3	2.4	0.2	0.4	6.0	-2.6	-0.8	-1.7	0.9	9.0
COc1cc(CN(C(C)=O)c2ccccc2C(=O)O)ccc1[N+](=O)[O-]	3.5	-1.0	1.1	-1.0	3.1	0.8	-0.2	-0.6	3.1	-1.7
